Compound activity: PubChem BioAssay, several laboratories
MITF TRPM1 HTS: activators of MITF-driven TRPM1 promoter reporter, primary screen, cell-based, SK-MEL-5, luciferase, single point; SK-MEL-5 TRPM1-promoter luciferase, 24 h; % of positive control, neutral wells = 0; activation, % at 12.5 µM; actives 0.75% (n = 300,000);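 active = mean activation of at least 80% with every replicate also reaching 80%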;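 also: 0% = neutral control wells and 100% = parthenolide positive control wells; values of inactives mirror those of a sister screen read the other way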
Wnt bcat act: Wnt/beta-catenin pathway activators, primary screen, cell-based, plate reader, single point; actives 1.2% (n = 300,000); Wnt/beta-catenin reporter cell assay, activator; activation, % at 9.35 µM; in the data active = activation above about 30%, passing the limit was not always enough;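 also: 0% = neutral control wells and 100% = positive control wells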
SR-BI DiI inh: inhibitors of SR-BI mediated HDL lipid uptake, primary screen, ldlA[mSR-BI] cells, fluorescence, single point; actives 0.96% (n = 320,000); inhibition, % at 12.5 µM; ldlA[mSR-BI] CHO cells, DiI-HDL uptake fluorescence, 3 h;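 active = mean replicate inhibition of at least 70% and a set share of replicates each scoring 70 or more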;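 also: 0% = median of neutral control wells and 100% = median of positive control wells; values of inactives mirror those of a sister screen read the other way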
Target sequence (Q61009 whole entry, looked up): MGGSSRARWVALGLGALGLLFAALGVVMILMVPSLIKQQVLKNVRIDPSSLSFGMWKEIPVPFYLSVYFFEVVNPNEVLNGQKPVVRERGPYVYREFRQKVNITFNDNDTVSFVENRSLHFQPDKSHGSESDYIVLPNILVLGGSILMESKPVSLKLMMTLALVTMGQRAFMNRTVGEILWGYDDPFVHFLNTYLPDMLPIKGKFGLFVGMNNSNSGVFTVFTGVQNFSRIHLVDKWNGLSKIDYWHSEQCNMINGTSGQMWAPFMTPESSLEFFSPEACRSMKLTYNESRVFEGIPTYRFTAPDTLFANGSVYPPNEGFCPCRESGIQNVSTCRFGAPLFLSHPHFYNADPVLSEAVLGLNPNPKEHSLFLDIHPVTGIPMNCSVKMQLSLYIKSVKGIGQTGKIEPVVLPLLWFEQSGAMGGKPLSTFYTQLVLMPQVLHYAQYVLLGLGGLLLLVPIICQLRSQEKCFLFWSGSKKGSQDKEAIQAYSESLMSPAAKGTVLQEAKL
dFosB activator: activators of delta FosB homodimer, primary screen, biochemical, fluorescence polarization, TAMRA-CDK5 oligo, single point; Protein FosB (Mus musculus), P13346; purified delta FosB; percent of positive-control signal above neutral wells; activation, % at 25 µM; actives 0.99% (n = 340,000); AID 493131, 2011;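 active = mean activation above about 17%, with every replicate also reaching it, limit read from the data, passing the limit was not always enough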;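 also: fluorescence polarization rise as delta FosB binds a TAMRA Cdk5 AP-1 oligo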
HTR5A inv ctr: HTR5A inverse agonists in luminescence cell assay, primary screen, counter-screen for OPRM1-OPRD1 heterodimer inverse agonist project, full-deck HTS; actives 0.083% (n = 340,000); AID 504634, 2011; inhibition, % at 9.3 µM; HTR5A cell line, inverse agonism; in the data active = inhibition mostly above about 23%, no sharp cut-off; inactive = mostly below about 18%;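 also: 0% = cells with DMSO and 100% = no-cell wells with DMSO; some compounds called inactive have numbers as strong as hits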
Target sequence (P47898 whole entry, looked up): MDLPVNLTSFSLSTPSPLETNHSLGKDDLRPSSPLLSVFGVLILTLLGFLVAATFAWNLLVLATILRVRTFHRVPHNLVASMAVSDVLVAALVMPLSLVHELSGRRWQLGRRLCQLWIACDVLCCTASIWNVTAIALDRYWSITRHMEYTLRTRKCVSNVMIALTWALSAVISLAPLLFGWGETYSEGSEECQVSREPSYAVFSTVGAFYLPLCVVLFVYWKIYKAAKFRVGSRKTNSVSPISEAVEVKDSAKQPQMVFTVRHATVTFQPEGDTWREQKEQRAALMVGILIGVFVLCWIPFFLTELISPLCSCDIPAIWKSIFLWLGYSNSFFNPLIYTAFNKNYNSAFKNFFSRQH
CDK5 inh: inhibitors of human CDK5/p35 kinase, primary screen, biochemical, single concentration | Cyclin-dependent kinase 5 (Homo sapiens) + Cyclin-dependent kinase 5 activator 1 (Homo … | Recombinant CDK5/p35, ADP-Glo luminescence, 60 min | inhibition, % at 10 µM | actives 0.01% (n = 330,000) | AID 488839, 2010;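 active = highest replicate inhibition of at least 50% and at least 75% of replicates reaching 50%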;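 also: plate controls were DMSO neutral control for no effect and GW8510 at 10 µM for full effect; many of its hits are not listed in these tables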
V-ATPase pH: regulators of yeast V-ATPase proton pumping, primary screen, pHLuorin cytosolic pH fluorescence; AID 504577, 2011; S. cerevisiae; actives 0.37% (n = 350,000); response, % at 10 µM; in the data active = response mostly above about 7.3%, no sharp cut-off; inactive = mostly below about 5.4%; also: actives read high; inactives centre near 0; some compounds called inactive have numbers as strong as hits; reference of the scale not given here
NSD2 inh: NSD2 histone methyltransferase inhibitors, primary screen, biochemical, AlphaScreen, single concentration, set 2. Histone-lysine N-methyltransferase NSD2 (Homo sapiens), O96028. NSD2 peptide methylation, 120 min. inhibition, % at 12.5 µM. actives 0.54% (n = 310,000). AID 743445, 2014; in the data active = inhibition above about 50%
HTR5A ag: HTR5A agonists in luminescence cell assay, primary screen, counter-screen for OPRM1-OPRD1 heterodimer agonist project, full-deck HTS; actives 0.61% (n = 340,000); AID 504692, 2011; activation, % at 9.3 µM; cell-based; in the data active = activation mostly above about 9.5%, no sharp cut-off; inactive = mostly below about 7.6%;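 also: 0% = cells with vehicle only and 100% = reference agonist; strong numbers were not always called active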
PvdQ acylase: P. aeruginosa PvdQ acylase inhibitors, primary screen, biochemical, fluorescence, plate reader and imaging, single point; purified PvdQ acylase; inhibition, % at 10 µM; actives 0.063% (n = 340,000); AID 488965, 2010; in the data active = inhibition above about 30%, passing the limit was not always enough;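 also: 0% = vehicle neutral wells and 100% = reference inhibitor wells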
Active calls of the source: *; nt = not tested or not shown.

SMILES	MITF TRPM1 HTS	Wnt bcat act	SR-BI DiI inh	dFosB activator	HTR5A inv ctr	CDK5 inh	V-ATPase pH	NSD2 inh	HTR5A ag	PvdQ acylase
O=C(NCc1ccccn1)Nc1cc(Cl)cc(Cl)c1	-4	1	-3	2	-7	-2.8	4	-1	3	-14
CCOC(=O)C(NC(=O)c1ccccc1)=C1C=C(C)OC(C)=C1	-5	2	2	3	-25	0.4	3	7	9	4
CN(C)S(=O)(=O)c1cccc(N2C(=O)CC3(CCCCC3)CC2=O)c1	7	0	-3	-5	-6	0.9	-3	-2	2	20
Cc1cc(C)cc(-n2nnnc2SCC(=O)Nc2nc(-c3ccc(F)cc3)cs2)c1	2	-5	27	8	-31	-1.6	-2	10	12	-13
COC(=O)c1cc(C#N)c(NCc2ccccc2)nc1C	-4	nt	-11	-4	18	0.1	-6	10	-8	6
COC(=O)c1ccc(NC(=O)CCc2c(C)nc3ncnn3c2C)cc1	-7	-1	-2	-3	-11	-1.2	-2	-3	4	-22
Cc1onc(-c2c(Cl)cccc2Cl)c1C(=O)O/N=C(\C#N)c1c(Cl)cccc1Cl	-3	4	-1	-4	6	-0.1	1	0	-2	1
CCCCCCn1cc(C(=O)O)c(=O)c2cc(F)c(N3CCN(C)CC3)cc21	-6	nt	19	-11	14	-0.3	-2	5	3	4
CCCN(CCC)c1cc(Cl)nc(N)n1	6	-2	-7	3	2	0.9	0	-2	-1	24
CCOC(=O)c1ccc(Oc2c(C)oc3c(CN4CCN(C)CC4)c(O)ccc3c2=O)cc1	-14	nt	-24	-8	-13	-1.2	2	1	5	7
NC(=O)c1c(NC(NC(=O)c2ccco2)(C(F)(F)F)C(F)(F)F)sc2c1CCCC2	-6	6	-15	1	-4	0.5	-1	2	4	-7
CCOc1ccccc1NC(=O)CSc1nncc2ccccc12	-13	-3	11	-10	-18	1.8	-2	-1	6	8

2 entries drawn at random from those above, as already listed:
SMILES	MITF TRPM1 HTS	Wnt bcat act	SR-BI DiI inh	dFosB activator	HTR5A inv ctr	CDK5 inh	V-ATPase pH	NSD2 inh	HTR5A ag	PvdQ acylase
CCOC(=O)c1ccc(Oc2c(C)oc3c(CN4CCN(C)CC4)c(O)ccc3c2=O)cc1	-14	nt	-24	-8	-13	-1.2	2	1	5	7
CCOc1ccccc1NC(=O)CSc1nncc2ccccc12	-13	-3	11	-10	-18	1.8	-2	-1	6	8

(next part)
SMILES	MITF TRPM1 HTS	Wnt bcat act	SR-BI DiI inh	dFosB activator	HTR5A inv ctr	CDK5 inh	V-ATPase pH	NSD2 inh	HTR5A ag	PvdQ acylase
CC(C)Oc1ccc(C(=O)NCC(=O)OCC(=O)N(C)Cc2cccs2)cc1	-10	-2	-34	0	-3	-0.6	5	-1	1	-15
Cc1ccc(NC(=O)CN(C)S(=O)(=O)c2ccc3[nH]c(=O)oc3c2)c(C)c1	-2	-1	-5	-2	-6	-1.4	3	15	1	-9
O=C1CCCc2c1nc(-c1ccc([N+](=O)[O-])cc1)n2O	nt	0	-7	0	-1	1.4	0	-1	-4	-8
O=C(CCC(=O)N1CCN(c2ccccc2F)CC1)N1CCN(c2ccc(F)cc2)CC1	nt	-2	17	-6	-7	2.5	2	2	2	-8
CC(C)[C@@H]1C=C(C(=O)O)O[C@H](OCCCCO)C1	-8	-2	3	-9	-18	0.6	2	nt	7	-14
O=C(Nc1c(Cl)cc(Cl)cc1-c1nc2ccccc2s1)c1ccc(Br)o1	-8	-1	24	-10	-8	2.6	0	10	0	18
COc1ccc(C(=O)O/N=C/c2ccc(S(=O)(=O)c3ccc(Cl)cc3)nc2)cc1	12	0	-11	4	-6	0.0	-90	-2	2	-10
Cc1ccccc1/C=N/NC(=O)c1ccc(-n2cnnn2)cc1	13	-2	65	-1	16	-1.4	1	0	-6	-11
COc1ccc(OC)c(CN2CCN(S(=O)(=O)c3ccc(NC(C)=O)cc3)CC2)c1	-5	-1	17	-15	-8	-0.8	1	1	3	-7
O=C(N/N=C/c1cc2c(cc1Cl)OCO2)c1cc(-c2ccccc2)n[nH]1	8	1	67	7	20	-1.1	-2	0	2	2
N#C/C(=C\c1coc2ccc(O)cc2c1=O)C(=O)Nc1nc2ccccc2s1	-11	8	49	-23	-16	-1.5	0	26	4	8
O=C(O)CC(c1ccccc1F)N1Cc2ccccc2C1=O (centres undefined)	-6	0	-11	-3	-1	1.1	0	-1	0	-7
Cc1cnc(C(=O)N2CCCC(C(=O)c3ccc(C(C)(C)C)cc3)C2)cn1 (centres undefined)	5	-2	-20	-6	-1	-0.5	-4	-1	3	-11
CCOC(=O)N1CCN(Cc2nc3cc(NC(C)=O)ccc3n2CC)CC1	2	-1	-8	3	-9	0.0	1	6	2	-9
CC(C)n1cnc2cc(NCc3nc4ccccc4n3C)ccc21	12	14	-8	-3	-22	4.0	-2	6	3	-5
NC(=O)C1CCN(C(=O)c2cc3ccccc3cc2O)CC1	1	-1	-26	-2	-14	0.2	0	2	5	-7
COc1ccc(CCNC(=O)CSc2ncn[nH]2)cc1	0	nt	-16	-6	6	2.1	10	-3	3	-11
Cc1noc(C)c1COc1ccc(C(=O)OCc2nnc(-c3ccc(Cl)cc3)o2)cc1	-2	-6	3	-9	2	-1.1	4	-2	1	1
O=C(CSc1nnc(-c2ccco2)o1)Nc1cccc([N+](=O)[O-])c1	-1	5	-11	41*	-8	0.5	2	17	1	-10
COc1ccccc1C(=O)Nc1ccccc1C(=O)NCc1ccco1	-1	-1	3	-10	-30	0.4	-32	4	13	-5
COc1cccc(/C=N/NC(=O)c2ccoc2C)c1	nt	40*	1	0	-17	3.3	1	1	-2	-14
O=C(c1ccccc1)c1ccc(Oc2ccc([N+](=O)[O-])cc2[N+](=O)[O-])cc1	-6	-4	18	2	-6	-2.7	1	1	1	-11
C=CC[N+]1(CC(=O)NCc2ccc(NC(C)=O)cc2)CCOCC1	-3	7	nt	-14	-22	-2.1	5	1	0	-10
C=CCn1c(O)c(N=Nc2ccccc2O)c2ccccc21	-5	3	38	4	-9	-4.5	-83	nt	3	-18
COC(=O)c1ccc2c(=O)[nH]c(CCl)nc2c1	-8	1	-6	-4	20	-2.0	-1	-7	5	-12
O=C(c1ccc([N+](=O)[O-])cc1Cl)N1CCN(c2ccccn2)CC1	nt	1	-11	-4	7	0.7	2	nt	0	-5
CC(=O)NCCNC(=O)c1cccc(NS(=O)(=O)c2ccc3c(c2)OCCO3)c1	-7	-1	-12	-4	-6	0.4	6	0	6	-10
Cc1cc(=O)[nH]c(SCC(=O)Nc2nc3c(s2)CCCC3)n1	nt	2	-6	2	-11	-3.3	0	-1	2	-14
Cc1nc2c(ccc3nc(NC(=O)Cc4ccccc4)sc32)s1	32	25	7	-34	21	1.2	-1	nt	-7	-3
Cc1cc(C)n(C(=O)c2cccc([N+](=O)[O-])c2)n1	-8	20	-6	4	3	-0.4	4	0	-1	-18
Cc1cc(C)cc(Oc2coc3cc(OC(=O)c4cccnc4)ccc3c2=O)c1	-2	-1	-24	-9	13	-0.2	-2	-1	-4	-12
N#CC(C#N)=C1c2cc(S(N)(=O)=O)ccc2-c2ccc(S(N)(=O)=O)cc21	-28	-2	-23	-4	13	-1.4	8	1	2	-7
CC(C)N(C(=O)COC(=O)c1ccc(Cl)nc1)C(C)C	23	-2	-13	-2	11	2.8	4	-5	-4	2
Cc1noc(C)c1COC(=O)CCc1ccc(S(=O)(=O)N2CCCCC2)cc1	-12	-9	-17	2	-7	-0.2	-4	4	3	-8
O=C(c1ccc2nc(-c3ccccc3)c(-c3ccccc3)nc2c1)N1CCCCC1	-3	-2	nt	-15	-10	0.1	3	2	1	-13
CC(NC(=O)C(=O)NCCN1CCN(C(=O)c2ccccc2Br)CC1)c1ccccc1 (centres undefined)	-4	-2	nt	-9	-3	-2.4	-1	-2	1	-8

Among those listed so far, these have an aryl thioether with sulfur outside any ring.
SMILES	MITF TRPM1 HTS	Wnt bcat act	SR-BI DiI inh	dFosB activator	HTR5A inv ctr	CDK5 inh	V-ATPase pH	NSD2 inh	HTR5A ag	PvdQ acylase
Cc1cc(C)cc(-n2nnnc2SCC(=O)Nc2nc(-c3ccc(F)cc3)cs2)c1	2	-5	27	8	-31	-1.6	-2	10	12	-13
CCOc1ccccc1NC(=O)CSc1nncc2ccccc12	-13	-3	11	-10	-18	1.8	-2	-1	6	8
COc1ccc(CCNC(=O)CSc2ncn[nH]2)cc1	0	nt	-16	-6	6	2.1	10	-3	3	-11
O=C(CSc1nnc(-c2ccco2)o1)Nc1cccc([N+](=O)[O-])c1	-1	5	-11	41*	-8	0.5	2	17	1	-10
Cc1cc(=O)[nH]c(SCC(=O)Nc2nc3c(s2)CCCC3)n1	nt	2	-6	2	-11	-3.3	0	-1	2	-14

(next part)
SMILES	MITF TRPM1 HTS	Wnt bcat act	SR-BI DiI inh	dFosB activator	HTR5A inv ctr	CDK5 inh	V-ATPase pH	NSD2 inh	HTR5A ag	PvdQ acylase
Cc1ccc(/C=N/N2CCN(Cc3cccc4ccccc34)CC2)s1	-2	0	-12	-12	-17	-0.8	-4	6	6	-6
COc1ccc(N(CC(=O)NCc2cccc(OC)c2)S(=O)(=O)c2c(C)noc2C)cc1	5	-4	19	-2	-6	-3.4	4	-2	2	-16
O=C(O)c1cccc(S(=O)(=O)Nc2ccc3[nH]c(=O)[nH]c3c2)c1	-9	-2	-29	-3	9	1.1	-2	nt	-3	-10
Cc1ccccc1-c1cc(-c2ccccc2O)n[nH]1	26	55*	17	-7	-17	-0.6	-2	1	4	-13
CCNc1nc(NC(C)CC)nc(Oc2ccc(=O)[nH]n2)n1 (centres undefined)	-4	1	-14	-4	-9	-2.2	5	-1	2	2
COc1ccnc(Nc2ccc(C)c(C)c2)c1C#N	-12	-4	-9	3	11	0.1	-2	-2	6	-2
CCC(=O)c1ccc(OCC(=O)Nc2ccc(S(=O)(=O)Nc3cc(C)nc(C)n3)cc2)cc1	2	-5	-7	-1	6	-0.2	-2	0	-2	-7

6 entries out of the list above, sorted by the value under MITF TRPM1 HTS, high to low.
smiles,MITF TRPM1 HTS
Cc1ccccc1-c1cc(-c2ccccc2O)n[nH]1,26
COc1ccc(N(CC(=O)NCc2cccc(OC)c2)S(=O)(=O)c2c(C)noc2C)cc1,5
CCC(=O)c1ccc(OCC(=O)Nc2ccc(S(=O)(=O)Nc3cc(C)nc(C)n3)cc2)cc1,2
Cc1ccc(/C=N/N2CCN(Cc3cccc4ccccc34)CC2)s1,-2
CCNc1nc(NC(C)CC)nc(Oc2ccc(=O)[nH]n2)n1 (centres undefined),-4
O=C(O)c1cccc(S(=O)(=O)Nc2ccc3[nH]c(=O)[nH]c3c2)c1,-9
